Source: PubChem (Broad Institute)
GSIS activator = GLuc luminescence reporter in INS-1E cells, primary screen for activators of glucose-dependent secretion of insulin | INS-1E GLuc reporter insulin secretion, 2-3 h | activation, % at 16.6 µM | 0.61% of 370,000 active | AID 743287;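 active = lowest replicate activation of at least 40%, so every replicate reaches that level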;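 also: 0% = median of neutral control wells and 100% = median of IBMX positive control wells; some compounds called inactive have numbers as strong as hits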
Cneo AK release = Cryptococcus neoformans lysis via adenylate kinase release. AID 651654. 0.2% of 360,000 active. C. neoformans lysis, adenylate kinase release luminescence, 4 h; normalised: neutral wells 0, clomiphene wells 100. lysis activity, % at 15 µM;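 active = mean lysis activity across replicates of at least 80%, whatever share of replicates individually reach that level; inactive = mean lysis activity below 80%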
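Assay system: Cryptococcus neoformans yeast cells / Dosing: single-point compound dose / Timing: 4 h at 37 °C static, read 1 h later / Measured by: luminescence of released adenylate kinase using an AK detection reagent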
PglD DTNB = inhibitors of Campylobacter jejuni PglD acetyltransferase | purified PglD enzyme, DTNB colorimetric CoA detection | inhibition, % at 12.5 µM | 0.098% of 360,000 active; in the data active = inhibition above about 16%, passing the limit was not always enough; inconclusive = no clear call, values can overlap the other calls; also: strong numbers were not always called active
CFTR F508del cor = correctors of CFTR F508del function in bronchial epithelial cells | CFBE cells, YFP halide quenching; stimulated with forskolin plus potentiator P3; % fluorescence drop versus neutral controls | activity (quench increase), % at 7.58 µM | 0.36% of 350,000 active;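 active = mean added fluorescence quench of at least 8% versus neutral control, with both replicates also reaching 8%; inconclusive = only one of the mean or replicate conditions met; inactive = mean below 8% and not both replicates reaching 8%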;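 also: cells transiently co-express mutant CFTR-F508del with the halide-sensitive YFP; corrector assay measuring rescue of mutant channel to the surface after 24 h compound exposure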
C2C12 statin = suppression of simvastatin myotoxicity. rescue of ATP level, % at 7.49 µM. 0.78% of 330,000 active. C2C12 myotubes + simvastatin, ATP luminescence, 48 h; scaled: DMSO 0, geranylgeraniol control 100. AID 602340;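 active = mean ATP rescue above about 67%, or every replicate alone reaching that limit, limit read from the data, passing the limit was not always enough; inconclusive = no clear call, values can overlap the other calls; inactive = mean under the limit and some replicate under it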;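 also: myotubes were challenged with 10 µM simvastatin during compound exposure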
miR-122 sensor = miR-122 inhibition in Huh7 cells. 0.3% of 340,000 active. activation (reporter increase), % at 12.5 µM. Huh7 miR-122 Renilla luciferase sensor, 48 h; neutral wells = 0, positive control = 100;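 active = mean replicate activation score at least 90 and every replicate individually at or above 90; inconclusive = only one of the two criteria met; inactive = neither criterion met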;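 also: higher luciferase means less miR-122 activity so hits act as miR-122 inhibitors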
FN deposition inh = fibronectin deposition inhibition. AH1F fibroblasts, Alexa488-fibronectin deposition fluorescence, overnight. inhibition, % at 12.6 µM. 0.086% of 350,000 active. AID 743247;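 active = mean inhibition across replicates of 30% or more, regardless of how many single replicates reach that level; inconclusive = mean under 30% yet at least half of replicates reach 30%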;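 also: positive control wells lacked labelled fibronectin entirely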
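material = AH1F fibroblast monolayer depositing Alexa488-labelled fibronectin into matrix | amount = 10000 AH1F cells/well | buffer or medium = DMEM plus 2% serum, read in PBS | incubation = 1 h cell adhesion before compound, then overnight fibronectin incubation | detection = fluorescence at 485 nm excitation, 525 nm emission | evaluation = percent inhibition as loss of matrix-bound fibronectin fluorescence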
PGC1a acetyl inh = PGC1a acetylation modulation, inhibitor mode. U2OS PGC1a acetylation, AlphaScreen anti-acetyl-lysine; with virally co-expressed GCN5 acetyltransferase. inhibition, % at 15.6 µM. 0.17% of 350,000 active. AID 651687;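 active = every replicate shows inhibition of at least 40%; inconclusive = mean inhibition at least 40% but some replicate below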;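 also: 0% = neutral control wells and 100% = positive control wells; some results beyond the cut were filed as inactive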
Numbers without * were called inactive; u = inconclusive; x = not tested or not shown; [ ] = remark or other dose. Hits appear at their usual frequency; about 2.1% have a hit in one of these screens.

nr	SMILES	GSIS activator	Cneo AK release	PglD DTNB	CFTR F508del cor	C2C12 statin	miR-122 sensor	FN deposition inh	PGC1a acetyl inh
1	CN(C)c1ccc(C(C(=O)NCC2CCCO2)N(Cc2ccccc2)C(=O)c2snc(C(N)=O)c2N)cc1 (stereo not drawn)	3	4	2	2.0	-14	0	-7	3
2	CC(C)CC#Cc1cnc2c(c1)C(=O)N([C@H](C)CO)C[C@@H](C)[C@@H](CN(C)Cc1cccc(F)c1)O2	-15	2	0	0.5	-11	-8[16.7 µM]	x	0
3	Cc1ccc2cc(CN(C)S(C)(=O)=O)c(=O)[nH]c2c1	15	x	x	-3.9	x	-2	9	5
4	C[C@@H]1CCCCO[C@H](CN(C)C(=O)Nc2ccc(C(F)(F)F)cc2)[C@H](C)CN([C@H](C)CO)C(=O)c2cc(NC(=O)Cc3ccccc3)ccc2O1	-15	59	2	0.4	x	-9[16.7 µM]	x	12
5	Cc1ccc(S(=O)(=O)Nc2cccc3c2O[C@@H](CN(C)CC2CC2)[C@@H](C)CN([C@H](C)CO)C3=O)cc1	2	-7	3	1.0	-13	35[16.7 µM]	x	x
6	CC(=O)Nc1cccc(NC(=O)Cc2cccs2)c1	-1	5	1	-0.6	0	5	-3	-9
7	CCCCOc1ccc(C(=O)Nc2cccc(C)n2)cc1	x	-6	3	x	-31	-1	x	-4
8	CCc1nc2ccc(C(=O)N3CCN(c4ccccc4F)CC3)cc2nc1CC	7	2	-2	-2.5	8	-1	-4	-1
9	O=C(O)C1CCCCC1C(=O)NCCc1ccccc1 (stereo not drawn)	11	5	3	x	-9	-4	0	-2
10	c1ccc(-c2nc(C3CCCCC3)c3ccccc3n2)cc1	18	-5	3	3.8	-3	x	-4	x
11	CC(=O)N1CCN(Cc2nc3cc(NC(=O)c4ccc(F)cc4)ccc3n2C)CC1	-7	-4	x	-1.0	-1	-10	4	9
12	Cc1ccc(CNC(=O)C2CCN(S(=O)(=O)c3cnc[nH]3)CC2)cc1	x	1	-5	x	30	0	x	-1
13	O=C(Nc1ccccc1)c1cc(C2CCCN(C(=O)CCc3ccccc3)C2)on1 (stereo not drawn)	x	-9	-5	-4.3	-3	-3	8	-4
14	CCOc1cccc(Nc2ccc([N+](=O)[O-])cn2)c1	-1	-8	-16	-0.3	-6	-5	1	-18
15	Cc1cc(=O)n2c3ccccc3n(CC(O)CN3CCN(Cc4ccccc4)CC3)c2c1C#N (stereo not drawn)	-5	0	-6	0.0	-12	-21	-7	1
16	CC(=O)Nc1cccc(NC(=O)CSc2nnnn2C(C)C)c1	x	-3	2	x	-1	0	16	-4
17	Cc1cccc(C)c1NC(=S)N/N=C1\CC2CC=CC12 (stereo not drawn)	-11	-2	7	-1.9	10	-2	7	7
18	CCn1nc(C(=O)OCC(=O)N2CC(=O)Nc3ccccc32)c2ccccc2c1=O	3	x	x	0.8	x	x	-2	1
19	Cc1cccc(NC(=O)c2oc3ccc(S(=O)(=O)N4CCOCC4)cc3c2C)c1C	-4	-1	-1	x	9	-1	5	-15
20	O=C1C=C(c2cc3ccccc3s2)C[C@@H](c2ccc3c(c2)OCO3)C1	-3	3	-3	0.5	-1	-2	8	9
21	Cc1ccc(C(=O)N(CC(=O)Nc2sc(C)c(C)c2C(N)=O)C2CCCC2)cc1	-18	3	-6	-3.0	5	1	-1	x
22	COc1ccc2sc(N3C(=O)C4CC=C(C)CC4C3=O)nc2c1 (stereo not drawn)	x	-1	1	x	-1	3	x	-17
23	C[C@H](CO)N1C[C@H](C)[C@H](CN(C)Cc2ccncc2)Oc2c(NS(=O)(=O)c3cn(C)cn3)cccc2C1=O	22	-2	1	-1.3	-9	0[16.7 µM]	x	-2
24	C[C@@H]1CN([C@@H](C)CO)C(=O)c2cc(NC(=O)Cc3cn(C)c4ccccc34)ccc2O[C@@H]1CN(C)C(=O)Nc1ccc(C(F)(F)F)cc1	-4	-1	-1	0.9	x	-2[16.7 µM]	-5	5
25	CCOC(=O)C(NC(C)=O)C(OC(C)=O)c1cccc([N+](=O)[O-])c1 (stereo not drawn)	x	1	1	x	19	5	4	-4
26	CN(C)C(=O)c1cccc(-c2ccc3n(c2=O)C[C@H]2[C@H](CO)[C@@H](C(=O)NCC(F)(F)F)[C@@H]3N2C)c1	7	-1	-6	x	8	x	x	x
27	COc1ccc(C2C(C(=O)NCC3CCCO3)CCC(=O)N2c2ccc3c(c2)OCO3)cc1 (stereo not drawn)	x	-3	-5	x	2	-6	5	6
28	COc1cc(/C=C2\SC(=S)N(NC(=O)c3ccccc3OC)C2=O)ccc1O	-2	-1	-9	-1.6	1	x	0	x
29	O=C(Nc1nccs1)c1ccc(Br)c(S(=O)(=O)N2CCOCC2)c1	x	0	-5	x	-12	6	-12	9
30	C[C@@H]1CN([C@H](C)CO)C(=O)c2cc(NC(=O)CCN3CCOCC3)ccc2O[C@H]1CN(C)Cc1ccc(-c2ccccc2)cc1	16	-2	-5	-1.9	0	-6[16.7 µM]	x	4
31	CCCCCCCSc1nsc(N)n1	x	-1	1	x	-2	-8	-1	11
32	Cc1c(C)n(CC(O)CN(CCO)CCO)c2ccccc12 (stereo not drawn)	8	x	x	0.8	x	x	2	-6
33	COc1cccc(-c2ccc([C@H]3[C@@H](CO)N4CCCCN(Cc5cncnc5)C[C@@H]34)cc2)c1	11	-5	-5	3.5	20	1[16.7 µM]	x	7
34	COc1cc(NC(=S)NCCO)c(OC)cc1Cl	-3	4	6	-1.7	15	-2	-3	6
35	Cc1ccccc1N1CCN(CCCCN2C(=O)C3CCCN3C2=O)CC1 (stereo not drawn)	-16	0	-5	x	x	1	x	9
36	Cn1c(SCC(=O)NC2CCCCC2)nnc1-c1cc2ccccc2o1	x	8	-29	x	-8	4	x	-17
37	COc1ccc(Cc2nc3ccc(C(=O)NCCCSC)cc3o2)cc1OC	-3	6	-2	1.2	5	3	-1	10
38	Cc1cc(C(=O)N2CCC2(C)C(=O)NCC(C)(C)C)nn1C (stereo not drawn)	14	0	-5	-2.2	2	-4	-2	-9
39	Cc1cc(C(=O)Nc2cccc3c2O[C@H](CN(C)Cc2ccc(-c4ccccc4)cc2)[C@@H](C)CN([C@H](C)CO)C3=O)n(C)n1	-24	6	3	1.0	-12	2[16.7 µM]	x	-9
40	COC(=O)C1=C(C)NC(=S)NC1c1sccc1C (stereo not drawn)	1	x	x	1.4	x	3	4	-7
41	COc1ccccc1-c1csc(C(O)c2ccc(F)cc2)n1 (stereo not drawn)	-8	0	2	-4.3	16	1	2	x
42	C[C@@H]1CCCCO[C@H](CN(C)C(=O)Nc2cccc3ccccc23)[C@@H](C)CN([C@H](C)CO)C(=O)c2cc(NC(=O)C3CCCCC3)ccc2O1	4	-3	-4	1.6	x	-1[16.7 µM]	x	-10
43	CN(CC(=O)NCc1ccccc1Cl)CC(=O)Nc1cccc(F)c1	3	-1	4	0.0	2	7	-5	x
44	N#CCCN(Cc1ccccc1)C(C(=O)NC1CCCCC1)C1CC1 (stereo not drawn)	-27	1	-1	-1.4	-8	-6	-4	-22
45	C/C=C/c1cnc2c(c1)C(=O)N([C@H](C)CO)C[C@H](C)[C@@H](CN(C)C(=O)Nc1c(C)noc1C)O2	31	-1	1	-0.4	-11	-9[16.7 µM]	x	-10
46	Cc1ccccc1-c1ccc([C@H]2[C@H](CO)N3C(=O)CN(C(=O)c4ccncc4)C[C@@H]23)cc1	5	x	x	-0.5	x	x	8	-11
47	Cc1ccc(-c2csc3ncnc(SCC(=O)NCC4CCCO4)c23)cc1 (stereo not drawn)	10	3	2	-3.0	4	x	9	0
48	Cc1noc(C)c1NC(=O)Nc1ccc2c(c1)C(=O)N([C@H](C)CO)C[C@@H](C)[C@H](CN(C)CC1CCCCC1)O2	11	0	1	-0.3	-19	-3[16.7 µM]	4	-1

Compound profiles (already shown).
N#CCCN(Cc1ccccc1)C(C(=O)NC1CCCCC1)C1CC1 (stereo not drawn) is listed with GSIS activator: -27; Cneo AK release: 1; PglD DTNB: -1; CFTR F508del cor: -1.4; C2C12 statin: -8; miR-122 sensor: -6; FN deposition inh: -4; PGC1a acetyl inh: -22
Cc1ccccc1-c1ccc([C@H]2[C@H](CO)N3C(=O)CN(C(=O)c4ccncc4)C[C@@H]23)cc1 is listed with GSIS activator: 5; Cneo AK release: x; PglD DTNB: x; CFTR F508del cor: -0.5; C2C12 statin: x; miR-122 sensor: x; FN deposition inh: 8; PGC1a acetyl inh: -11

Additional records follow:
nr	SMILES	GSIS activator	Cneo AK release	PglD DTNB	CFTR F508del cor	C2C12 statin	miR-122 sensor	FN deposition inh	PGC1a acetyl inh
49	COc1ccc(C(=O)CCNc2ccc3c(c2)OCCO3)cc1	19	-4	-8	-0.9	10	-6	5	x
50	Cc1ccc(NC(=S)NCCC(c2ccccc2)c2ccccc2)c(C)c1	x	6	6	x	54	7	-6	-12
51	COc1ccc(OCC(=O)NC2CCCN(Cc3ccc(Cl)cc3)C2)cc1 (stereo not drawn)	-39	3	1	1.2	-3	-5	x	0
52	COc1ccc(N(C(=O)CNC(=O)c2cccs2)C(C(=O)NC2CCCC2)c2ccncc2)cc1 (stereo not drawn)	8	-1	-2	1.3	-8	1	-1	x
53	COc1cccc(NC(=O)CN(C)S(=O)(=O)c2ccc3c(c2)CCC(=O)N3)c1	x	-2	-5	x	-7	-4	x	-3
54	O=C(NCc1ccc(Cl)cc1)C1CCN(S(=O)(=O)c2ccc(N3CCCC3=O)cc2)CC1	-44	-1	-2	2.0	-17	x	-13	-32
55	CCN1CCN(CC(=O)N2N=C(c3cccs3)CC2c2ccc(F)cc2)C(=O)C1=O (stereo not drawn)	7	x	x	-2.7	x	x	-14	-2
56	OC(c1ccc2c(c1)OCO2)c1nccc2ccccc12 (stereo not drawn)	17	0	-1	0.1	6	6	x	x
57	CC(OC(=O)c1ccc([N+](=O)[O-])s1)C(=O)Nc1ncc(Cl)cc1Cl (stereo not drawn)	-3	0	-5	x	0	0	4	-2
58	O=C(O)CSc1nc2ccccc2o1	x	0	-4	x	5	-4	-2	2
59	C[C@@H]1CCCCO[C@@H](CN(C)Cc2ccccc2)[C@@H](C)CN([C@H](C)CO)C(=O)c2cc(NC(=O)Nc3ccc4c(c3)OCO4)ccc2O1	-36	-1	0	0.4	u	3[16.7 µM]	5	-12
60	O=C(NCc1ccco1)C1CC(c2ccc(C(F)(F)F)cc2)=NO1 (stereo not drawn)	0	2	-2	0.6	-31	5	-2	x
61	COCC(=O)Nc1ccc2c(c1)C(=O)N(C)C[C@H](OC)[C@H](C)CN(CCC(F)(F)F)[C@H](C)CO2	-7	1	-1	-2.6	1	-4[16.7 µM]	-12	12
62	CO[C@@H]1CN(C)C(=O)c2cc(NC(=O)c3ccccc3F)ccc2OC[C@H](C)NC[C@H]1C	-3	42	0	1.2	8	x	-10	-5
63	CC(=O)NC[C@H]1[C@H](c2ccc(-c3ccccc3)cc2)[C@@H](CO)N1C(=O)C1CC1	-10	1	0	-5.1	12	6[16.7 µM]	-2	-10
64	COc1ccc(CNC(=O)Cn2cc([N+](=O)[O-])cn2)cc1	-10	1	-7	-0.1	11	-2	7	6
65	CCN(CC)C(=O)C(C)N(C#N)c1nc(Cl)nc(N(C)C)n1 (stereo not drawn)	-2	0	2	u	-4	x	2	-3
